High-throughput results deposited in PubChem BioAssay by National Center for Advancing Translational Sciences (NCATS).
FBPA coupling cs – qHTS Assay for Inhibitors of Fructose-1,6-bisphosphate Aldolase from Giardia Lamblia: Coupling assay counterscreen; coupling enzyme system counterscreen, AmpLite Red fluorescence; activity change, negative = inhibition, % at 58.2 µM, hits read low; actives 0.67% (n = 290,000); in the data active means activity change below about -30%; further: on the % scale 0 is the no-effect control and ±100 the full control effect
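Counterscreen of the coupled detection system alone, without aldolase: glyceraldehyde-3-phosphate coupling enzymes plus AmpLite Red readout. Compounds at 57.5 uM final, 10 min RT preincubation, 20 min RT reaction, fluorescence 525/598 nm.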
TRPV1 agonist – HTS Assay for Compounds that Act as Agonists of the Vanilloid Receptor 1; AID 540275, 2011; TRPV1-expressing cells, Fluo-8 calcium influx, agonist mode; Transient receptor potential cation channel subfamily V member 1 (Homo sapiens), Q8NER1; activation, % at 8.33 µM; actives 0.19% (n = 320,000); in the data active means activation above about 80%; inconclusive means between about 30% and that limit; further: 0% is about no effect
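TRPV1-expressing cells were cultured overnight at 35.5C and loaded with Fluo-8 calcium dye for 40 to 90 min at room temperature. After a 10 s baseline, compound was added and calcium influx was read kinetically for 3 min (ex 480/em 520 nm).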
KCNH2 3.1 block – qHTS for Inhibitors of KCHN2 3.1: Mutant qHTS | Potassium voltage-gated channel subfamily H member 2, brain isoform KCNH2 3.1 (human) | U2OS KCNH2 3.1, thallium flux FluxOr; stronger effect = lower value | activity change, % (tested at about 1.8 µM) | actives 0.95% (n = 340,000) | AID 720553, 2013;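 active means maximum activity change below -70%; inconclusive means maximum activity change from -70% to -50%; inactive means maximum activity change above -50%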;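 further: thallium influx rate constant from kinetic fluorescence after stimulation buffer; on the % scale 0 is the no-effect control and ±100 the full control effect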
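We transduce U2OS cells with the mutant 3.1 virus, culture them overnight, load FluxOr with Red40 quencher for 45 min, then add stimulation buffer and read kinetically for 2 min to derive a normalized rate constant.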
PKM2 act – qHTS Assay for Activators of Human Muscle isoform 2 Pyruvate Kinase; Pyruvate kinase PKM (Homo sapiens), P14618; purified PKM2, Kinase-Glo ATP luminescence, activation; response scale: 0% is enzyme alone, no compound; Potency, µM (highest dose often 57.5 µM), for inactives: top-dose activation, usual class: activators; actives 0.34% (n = 260,000); further: potency means the concentration at half of the fitted maximal effect; on the % scale 0 is the no-effect control and ±100 the full control effect; nearly all actives have a fitted effect of over 55% in size
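ATP formation by purified human PK-M2, quantified via coupled luciferase luminescence after 1 h at room temperature with 0.1 mM ADP and 0.5 mM PEP final.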
Giardia killer – Small Molecules that selectively kill Giardia lamblia: qHTS; actives 0.15% (n = 340,000); activity change, % at 7.66 µM, hits read low; Giardia lamblia trophozoite viability; in the data active means activity change below about -80%; inconclusive means between about -30% and that limit;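 further: parasites exposed to compound for two days anaerobically before the ATP read; on the % scale 0 is the no-effect control and ±100 the full control effect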
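Compounds were tested on trophozoites seeded at 100 cells/well and held 48 hrs at 37 deg C anaerobically. An ATP-based luminescent kit measured the remaining live cells.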
USP2a inh – qHTS Assay for Inhibitors of Ubiquitin-specific Protease USP2a Using CHOP2 as the Reporter | USP2 core, Ub-CHOP2 coupled fluorogenic reporter, 485/531 | Potency, µM (highest dose often 38.3 µM), for inactives: at the highest dose activity change, negative = inhibition, most hits filed as inhibitors | actives 0.01% (n = 330,000);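 further: potency means the concentration at half of the fitted maximal effect; plate controls were DMSO wells for no effect and full inhibition by NEM control for full effect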
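Cell-free coupled assay: 10nM USP2 core preincubated 30min RT with compound in Tris-HCl pH 8.0/CaCl2/CHAPS buffer, then 25nM Ub-CHOP2 and 25nM reporter substrate; fluorescence (Ex 485/Em 531) read after 60min RT, normalized to NEM inhibition, concentration-response curves fitted.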
hERG WT inh – qHTS for Inhibitors of KCHN2 3.1: Wildtype qHTS; Voltage-gated inwardly rectifying potassium channel KCNH2 (Homo sapiens), Q12809; U2OS, BacMam KCNH2, thallium flux FluxOr; stronger effect = lower value; activity change, % at 1.84 µM; actives 0.37% (n = 340,000);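 active means maximum activity change below -70%; inconclusive means maximum activity change between -70% and -50%; inactive means maximum activity change above -50%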; further: on the % scale 0 is the no-effect control and ±100 the full control effect
Target sequence (Q12809 whole entry, looked up): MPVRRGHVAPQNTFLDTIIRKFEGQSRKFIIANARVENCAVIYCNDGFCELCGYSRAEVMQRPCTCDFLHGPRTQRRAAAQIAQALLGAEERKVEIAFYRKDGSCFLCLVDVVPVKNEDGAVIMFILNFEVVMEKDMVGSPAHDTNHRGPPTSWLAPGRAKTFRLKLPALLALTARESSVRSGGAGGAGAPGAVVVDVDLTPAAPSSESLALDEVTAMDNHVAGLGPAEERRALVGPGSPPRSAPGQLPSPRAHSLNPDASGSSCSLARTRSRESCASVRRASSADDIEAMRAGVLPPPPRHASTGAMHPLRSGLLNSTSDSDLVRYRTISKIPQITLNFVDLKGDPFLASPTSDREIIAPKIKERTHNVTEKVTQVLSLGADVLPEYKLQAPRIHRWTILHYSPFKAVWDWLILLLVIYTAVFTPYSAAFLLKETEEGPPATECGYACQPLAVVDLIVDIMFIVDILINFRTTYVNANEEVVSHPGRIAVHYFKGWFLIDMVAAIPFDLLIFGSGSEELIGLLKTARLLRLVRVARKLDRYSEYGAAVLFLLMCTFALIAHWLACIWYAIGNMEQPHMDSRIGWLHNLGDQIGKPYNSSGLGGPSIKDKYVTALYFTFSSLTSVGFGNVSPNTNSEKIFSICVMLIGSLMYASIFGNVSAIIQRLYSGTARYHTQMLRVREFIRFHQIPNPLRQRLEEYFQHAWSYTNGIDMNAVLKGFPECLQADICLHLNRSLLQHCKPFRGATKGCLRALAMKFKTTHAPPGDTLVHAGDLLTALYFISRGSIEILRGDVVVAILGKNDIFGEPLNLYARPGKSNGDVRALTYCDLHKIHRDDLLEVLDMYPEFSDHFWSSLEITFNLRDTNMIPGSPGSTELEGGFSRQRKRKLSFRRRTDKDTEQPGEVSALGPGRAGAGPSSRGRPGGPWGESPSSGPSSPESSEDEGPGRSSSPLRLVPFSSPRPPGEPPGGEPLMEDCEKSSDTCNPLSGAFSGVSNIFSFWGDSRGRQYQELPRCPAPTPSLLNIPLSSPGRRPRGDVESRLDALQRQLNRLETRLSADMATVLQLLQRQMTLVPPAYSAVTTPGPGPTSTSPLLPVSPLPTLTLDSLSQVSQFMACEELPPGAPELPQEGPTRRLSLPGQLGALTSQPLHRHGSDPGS
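U2OS cells transduced with wild-type KCNH2 virus are loaded with FluxOr dye for 45 min, and thallium flux is measured in kinetic reads before and after stimulation buffer. Rate constants are normalized to DMSO controls.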
Menin MLL FP TR – qHTS Assay for Inhibitors Targeting the Menin-MLL Interaction in MLL Related Leukemias: Competition With Texas Red Labeled MLL-derived Mutant Peptide; O00255; Menin + Texas Red MLL mutant peptide, fluorescence polarization; Potency, µM (highest dose often 61.6 µM), for the others: at the top dose FP activity change, negative = inhibition, actives largely listed as inhibitors; actives 0.23% (n = 270,000); AID 1768, 2009; active means well fitted inhibition curve with a large enough effect in the polarisation, with a control signal flat, not every such curve was filed as active; inconclusive means small, poorly fitted or top-dose-only effect, or effect the other way, or a change in a side signal; inactive means no such curve, though single readings can be large or run the other way; the % refers to the polarisation; further: potency means the concentration at half of the fitted maximal effect; % of control where 0% means no effect; many of its hits are not listed in these tables
B2AR arrestin – qHTS assay of beta-arrestin-biased ligands of beta2-adrenergic receptor. Beta-2 adrenergic receptor (Homo sapiens), P07550. beta-arrestin recruitment to beta2AR, cell-based reporter. Potency, µM (doses to about 46.1 µM), without a hit: at the highest dose activation, actives largely listed as activators. actives 0.02% (n = 330,000). AID 492947, 2010;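 further: potency means the concentration at half of the fitted maximal effect; 0% = DMSO controls and full agonism = EC100 isoproterenol or metaproterenol; nearly all actives have a fitted effect of over 65% in size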
MLL CXXC-DNA inh – qHTS Fluorescence Polarization Assay for Inhibitors of MLL CXXC domain - DNA interaction | Histone-lysine N-methyltransferase 2A (Homo sapiens), Q03164 | actives 0.037% (n = 290,000) | MLL-CXXC / FITC-HOXA9 DNA fluorescence polarization | AID 2662, 2010 | Potency, µM (doses to about 115 µM), for inactives: at the top dose activity change, negative = inhibition, usual class: inhibitors; active means well fitted inhibition curve with a large enough effect in the polarisation, with a control signal flat, not every such curve was filed as active; inconclusive means small, poorly fitted or top-dose-only effect, or effect the other way, or a change in a side signal; inactive means no such curve, though single readings can be large or run the other way; the % refers to the polarisation; further: potency means the concentration at half of the fitted maximal effect
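Steps: dispense CXXC domain solution (7 uM) → pin compounds or unlabeled HOX-A9 DNA control → 5 min ambient → add FLSN-HOX-A9 solution (50 nM) → spin → 30 min ambient → fluorescence polarization. Tris pH 7.5/NaCl/DTT/BSA buffer.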
GALK inhibitor – qHTS Assay for Inhibitors of Human Galactokinase (GALK); P51570; Purified GALK, Kinase-Glo residual ATP luminescence; Potency, µM (top dose mostly 57.5 µM), inactives show at the highest dose activity change, negative = inhibition, hits mostly inhibitors; actives 0.007% (n = 270,000); AID 1868, 2009; further: potency means the concentration at half of the fitted maximal effect; on the % scale 0 is the no-effect control and ±100 the full control effect
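Galactose (100 uM) and ATP (35 uM) were turned over by 5 nM GALK for 1 h at RT. Kinase-Glo Plus then converted the remaining ATP into a luminescent signal.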
Starred values were filed as active, the others as inactive; ? = inconclusive; . = not tested or not shown; [ ] = dose if it differs, or a comment. Unless noted, the call rests on the fitted dose curve; in most records, active means well fitted curve in the direction sought with a large enough effect; inconclusive means small, poorly fitted or top-dose-only effect, or another doubt; inactive means no such curve, though single readings can be large; an effect the other way counts as inactive or inconclusive. Not all compounds are listed; the hit share may differ from the screen's.

SMILES | FBPA coupling cs | TRPV1 agonist | KCNH2 3.1 block | PKM2 act | Giardia killer | USP2a inh | hERG WT inh | Menin MLL FP TR | B2AR arrestin | MLL CXXC-DNA inh | GALK inhibitor
COc1ccc(CN(CCO)CCO)cc1[N+](=O)[O-] | 1 | -1 | 8 | 0% | 9 | -2% | 0 | 3% | -0.2% | 9% | 3%
O=C(CCC1CCCCC1)NNC(=O)c1cnccn1 | 4 | 9 | -22 | -6% | -22 | 4% | -6 | 4% | -0.1% | 0% | 0%
Cc1c(Cl)cccc1NC(=S)N1CCN(c2ccc([N+](=O)[O-])cn2)CC1 | -1 | 1 | 15 | 1% | -10 | 1% | 29 | . | -1.1% | 14% | 3%
Nc1nc(CSc2nnnn2-c2ccccc2)nc(N2CCCc3ccccc32)n1 | -12 | 22 | -8 | -9% | 3 | -7% | -17 | 0% | -0.5% | 0% | 0%
COc1ccc(-c2c(-c3ccccc3OC)sc3ccccc23)cc1 | 2 | 1 | -12 | -3% | 1 | 0% | 3 | 21% | -0.5% | -7% | .
Cc1ccc(/C=N/OC(=O)c2nn(C)cc2Cl)cc1 | 1 | 23 | 5 | -13% | -23 | -3% | 2 | -18% | -0.3% | 32%[activator] | -1%
O=C(N/N=C/c1ccc(OC(=O)c2ccc(Br)cc2)cc1)c1ccncc1 | 5 | 4 | -1 | . | 11 | 1% | 1 | -1% | -0.3% | -15% | -1%
COc1cc(C(=O)NCCOc2ccccc2)cc(OC)c1OC | 5 | 0 | -1 | . | 14 | -4% | -7 | 1% | -1.1% | ? | 0%
Cc1cc(C)c(NC(=O)C(C)(C)C)c(Cl)c1 | 1 | 1 | 6 | -1% | -4 | -2% | 4 | -3% | 0.1% | -14% | 0%
O=C1CSC(=Nc2ccccc2Cl)N1 | 0 | 3 | -1 | -4% | 7 | -6% | -2 | -2% | 0.0% | 4% | 6%
CCc1noc(C)c1C(=O)Nc1nc(-c2ccccc2)cs1 | . | 0 | -11 | . | 12 | -1% | 0 | . | 0.5% | . | .
Cc1ccc(S(=O)(=O)N2CCOC2C(Cl)(Cl)Cl)cc1 (stereo unspecified) | 1 | 15 | -6 | -5% | -12 | 0% | -15 | . | -0.6% | -8% | 4%
COc1ccccc1-c1nnc(SCc2nc3ccccc3[nH]2)n1C | 0 | 24 | 6 | 1% | 3 | 2% | -6 | 1% | 0.0% | 2% | 0%
CCN(CC)S(=O)(=O)c1ccc(N2CCOCC2)c(NC(=O)c2ccc(OC)c([N+](=O)[O-])c2)c1 | -4 | 7 | 3 | 1% | 14 | 0% | 1 | . | 2.4% | -11% | -2%
Cc1cccc2cc(/C=C3\N=C(c4ccccc4)OC3=O)c(N3CCOCC3)nc12 | 19 | 10 | 3 | 1% | 2 | 4% | -4 | ? | -0.1% | ? | 0%
O=C(O)c1cc2sccc2s1 | 8 | 2 | 0 | 0% | -2 | 3% | 3 | -11% | -0.8% | 9% | 2%
CCOc1cccc(OCCCCn2cnc3ccccc3c2=O)c1 | 1 | 18 | -4 | 0% | -8 | -2% | 5 | 1% | 0.0% | 4% | 1%
COc1ccc(NC(=O)Cn2c(=O)oc3cc(S(=O)(=O)N4CCCC4)ccc32)c(OC)c1 | -1 | -1 | -1 | -7% | -3 | -1% | -5 | -8% | 0.0% | 7% | .
COc1ccc(CCNC(=O)C2CCN(C(=O)N(C)C)CC2)cc1OC | 1 | 4 | 4 | -8% | -1 | -1% | 0 | -10% | -0.3% | 5% | 2%
Cc1nc(-c2ccc3c(c2)OCCCO3)cs1 | -2 | 7 | -11 | -4% | 4 | 1% | -4 | . | 0.1% | 7% | 1%
Cc1ccc(S(=O)(=O)CC(=O)Nc2ccccn2)cc1 | 1 | -2 | 12 | . | 1 | 1% | 3 | 14% | -0.2% | 5% | 0%
Cn1nc(C(=O)OCC(=O)NCCc2ccccc2)c2ccccc2c1=O | . | 1 | -2 | 0% | -20 | 1% | -3 | . | 0.6% | 3% | -5%
CCc1c(C(=O)NNC(=S)NC2CCCCC2)csc1C | 4 | ? | 21 | 1% | -21 | -7% | -7 | 0% | -0.4% | ? | 1%
CCN(CC(=O)Nc1ccc(NC(C)=O)cc1)C(=O)C1CCC1 | . | 0 | 3 | . | 6 | 2% | 0 | . | 0.5% | . | .
CCOC(=O)COc1nc2c(c(-c3ccco3)c1C#N)CCc1ccccc1-2 | -3 | -6 | -15 | 0% | -5 | 0% | 1 | . | 0.0% | 12% | 2%

Whole records as entered above. Values in the order: FBPA coupling cs	TRPV1 agonist	KCNH2 3.1 block	PKM2 act	Giardia killer	USP2a inh	hERG WT inh	Menin MLL FP TR	B2AR arrestin	MLL CXXC-DNA inh	GALK inhibitor
Results for Cc1cccc2cc(/C=C3\N=C(c4ccccc4)OC3=O)c(N3CCOCC3)nc12 = 19	10	3	1%	2	4%	-4	?	-0.1%	?	0%
Results for Cc1cc(C)c(NC(=O)C(C)(C)C)c(Cl)c1 = 1	1	6	-1%	-4	-2%	4	-3%	0.1%	-14%	0%
Results for Cc1ccc(S(=O)(=O)N2CCOC2C(Cl)(Cl)Cl)cc1 (stereo unspecified) = 1	15	-6	-5%	-12	0%	-15	.	-0.6%	-8%	4%
Results for COc1ccccc1-c1nnc(SCc2nc3ccccc3[nH]2)n1C = 0	24	6	1%	3	2%	-6	1%	0.0%	2%	0%

Remaining list, next part
SMILES | FBPA coupling cs | TRPV1 agonist | KCNH2 3.1 block | PKM2 act | Giardia killer | USP2a inh | hERG WT inh | Menin MLL FP TR | B2AR arrestin | MLL CXXC-DNA inh | GALK inhibitor
Clc1ccc(-c2n[nH]c3c2CCCC3)cc1 | 0 | 6 | 8 | -6% | 13 | -1% | -7 | -9% | 0.2% | -3% | -1%
COc1cc2[nH]c(=O)n(CCCCCC(=O)NCCCN3CCOCC3)c(=O)c2cc1OC | 2 | -5 | -3 | 1% | 1 | 1% | -11 | 0% | -0.4% | 0% | 0%
O=c1cc(C(F)(F)F)[nH]c2c(C(F)(F)F)cccc12 | 0 | 3 | 0 | -3% | -22 | 0% | -1 | 41%[activator] | -4.5% | 4% | .
CC1(C)Cc2c(cnn2-c2ccccc2)C(NC(=O)CCc2ccncc2)C1 (stereo unspecified) | 1 | ? | . | 0% | -8 | 0% | 5 | -3% | 3.9% | -6% | 1%
CCn1nc(C(=O)Nc2ccc(N3CCOCC3)cc2)c2ccccc2c1=O | . | 0 | 5 | . | 8 | 0% | 6 | . | -0.3% | . | .
Clc1ccccc1/C=C/c1ccnc2ccccc12 | -1 | ? | 0 | -8% | -10 | -6% | 17 | ? | 0.7% | 7% | 4%
O=C(O)c1cccnc1Sc1ccccc1Cl | 3 | 0 | -11 | ? | -4 | 1% | 4 | . | 0.0% | 21% | .
CC1(c2ccc(O)cc2)NC(=O)N(c2ccccc2)N1 (stereo unspecified) | 5 | 1 | 10 | -7% | -3 | 1% | -6 | 0% | -0.3% | -5% | 14%
Cc1c(Cl)ccc(S(=O)(=O)N2CCN=C2c2ccccc2)c1Cl | 0 | 11 | 2 | 5% | -15 | 2% | -4 | -11% | -1.2% | -5% | -3%
COc1ccccc1NS(=O)(=O)c1cccc(C(=O)N/N=C/c2ccc(C)o2)c1 | -3 | -1 | -2 | 6% | -3 | -9% | 4 | 24% | -0.2% | -7% | 0%
O=C(NC(=O)c1ccc(F)cc1)Nc1nc(-c2cccs2)cc(C(F)(F)F)n1 | -1 | 4 | -5 | -2% | 0 | 2% | -36 | -1% | -0.7% | 0% | .
COc1cc(SC)ccc1C(=O)NC(C)C | -1 | -7 | 10 | 4% | -9 | 4% | -4 | -15% | -0.2% | 0% | 9%
